M1 ag: activates human CHRM1 receptor | 360,000 compounds, 0.33% hits | P11229 | CHO-K1 hM1, Fluo-8 calcium fluorescence, agonist mode; 0% DMSO, 100% acetylcholine EC100 | activation, % at 3 µM | AID 588814;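 active means activation above the run's mean compound activation plus 3 SD, cut at about 16% in these data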;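 further: peak over basal fluorescence ratio within a 140 s kinetic read after compound addition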
CHRM5 agonist: CHRM5 agonism in calcium assay; P08912; CHO-K1 hM5 cells, Fluo-8 calcium fluorescence; 0% DMSO wells, 100% maximal acetylcholine response; activation, % at 3 µM; 360,000 compounds, 0.19% hits;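 active means activation above the run's mean over test compounds plus 3 SD, cut at about 23% in these data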;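 further: signal is peak over basal fluorescence ratio across the kinetic read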
Target sequence (P08912 whole entry, looked up): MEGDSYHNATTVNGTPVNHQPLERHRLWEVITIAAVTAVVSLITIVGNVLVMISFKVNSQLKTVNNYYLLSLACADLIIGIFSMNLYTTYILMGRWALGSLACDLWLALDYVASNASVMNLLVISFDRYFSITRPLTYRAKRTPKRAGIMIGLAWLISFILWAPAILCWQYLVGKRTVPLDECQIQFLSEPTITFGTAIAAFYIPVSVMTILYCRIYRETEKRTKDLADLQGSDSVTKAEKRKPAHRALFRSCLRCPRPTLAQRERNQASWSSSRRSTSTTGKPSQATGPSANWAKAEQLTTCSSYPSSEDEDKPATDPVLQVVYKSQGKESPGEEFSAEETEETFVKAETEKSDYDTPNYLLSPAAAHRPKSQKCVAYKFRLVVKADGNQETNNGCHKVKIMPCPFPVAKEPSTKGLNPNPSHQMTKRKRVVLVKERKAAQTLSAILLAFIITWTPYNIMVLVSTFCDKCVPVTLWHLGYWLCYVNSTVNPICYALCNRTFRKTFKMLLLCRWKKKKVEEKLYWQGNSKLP
M5 PAM: CHRM5 positive allosteric modulation; CHO-K1 hM5, Fluo-8 calcium, ACh EC20 PAM; 0% = ACh EC20, 100% = ACh EC100; activation, % at 3 µM; 360,000 compounds, 0.3% hits;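 active means activation above the run cutoff, the mean activation of all test compounds plus 3 SD, cut at about 18% in these data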
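Replicates: One well per compound, no replicates | System: Human M5 receptor in CHO-K1 cells | Benchmarks: Low control EC20 acetylcholine (0%), high control EC100 acetylcholine (100%) | Probe or stimulus: Acetylcholine, EC20 level | Times: Fluo-8 loading 80 min at 37 °C plus 30 min room temperature | Signal: Intracellular calcium via Fluo-8 fluorescence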
CHRM4 antagonist: blocks acetylcholine activation of human M4 receptor; CHO-hM4 cells, ACh EC80, Fluo-8 calcium fluorescence; 360,000 compounds, 0.73% hits; inhibition, % at 3 µM; P08173;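 active means inhibition above its plate's cutoff, the mean inhibition of sample wells plus 3 SD, cut at about 27% in these data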;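 further: 0% = acetylcholine EC80 with DMSO and 100% = DMSO without agonist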
M4 ag: CHRM4 agonism in calcium assay; CHO-K1 hM4/Gqi5, Fluo-8 calcium fluorescence; vehicle 0%, full acetylcholine response 100%; activation, % at 3 µM; 360,000 compounds, 0.14% hits; AID 624127;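 active means activation above the run mean over all test wells plus 3 SD, cut at about 32% in these data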;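 further: peak over basal fluorescence ratio per well then scaled between controls; 0% = DMSO wells and 100% = acetylcholine at EC100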
TAAR1 ag: agonists of human TAAR1 | Q96RJ0 | CHO RD-HGA16 TAAR1, Fluo-8 calcium fluorescence; vehicle wells 0%, saturating PEA agonist 100% | activation, % at 3 µM | 360,000 compounds, 0.99% hits | AID 624467;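 active means activation above the mean activation of all test compounds in the run plus 3 SD, cut at about 38% in these data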
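Test system: RD-HGA16 (CHO) cells co-expressing Gα16 and hTAAR1 / Benchmarks: DMSO vehicle as 0%, PEA at EC100 as 100% / Repeats: no replicates (n 1) / Measure: % activation from peak over basal fluorescence ratio, DMSO-to-PEA scaled / Timing: 17-24 h plating, Fluo-8 75 min 37 °C, 30 min RT / Technique: kinetic Fluo-8 calcium fluorescence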
CHRM5 antagonist: antagonists of human muscarinic M5 receptor (CHRM5) | P08912 | CHO-hM5 cells, Fluo-8 calcium fluorescence, ACh EC80 | inhibition, % at 3 µM | 360,000 compounds, 0.59% hits | AID 624040;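 active means inhibition above a per-plate cutoff, the mean of that plate's test compounds plus 3 SD, cut at about 27% in these data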;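 further: 0% = acetylcholine EC80 with DMSO and 100% = DMSO without agonist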
M1 PAM: human CHRM1 positive allosteric modulation. activation, % at 3 µM. P11229. AID 588819. 360,000 compounds, 0.088% hits. CHO-K1 hM1, Fluo-8 calcium fluorescence, ACh EC20; 0% = ACh EC20, 100% = maximal ACh; in the data active means activation above about 19%, passing the limit was not always enough
CHRM1 antagonist: human CHRM1 antagonism; P11229; CHO-K1 hM1, Fluo-8 calcium fluorescence, ACh EC80 antagonist; inhibition, % at 3 µM; 360,000 compounds, 1.3% hits; AID 588852;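 active means percent inhibition above its own plate's cutoff, namely the mean of that plate's compound wells plus 3 SD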;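 further: peak over basal fluorescence ratio during 140 s after agonist addition; 0% = ACh EC80 plus DMSO and 100% = DMSO alone without agonist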
The depositor's hits bear a star; . = not tested or not shown. Only part of the results is shown; count on the stated rates, not on these rows.

SMILES | M1 ag | CHRM5 agonist | M5 PAM | CHRM4 antagonist | M4 ag | TAAR1 ag | CHRM5 antagonist | M1 PAM | CHRM1 antagonist
Cc1cc(OC(C)C(=O)N(Cc2ccco2)C2CCS(=O)(=O)C2)cc(C)c1Cl (stereo unspecified) | -3 | 3 | -7 | -7 | 1 | . | 4 | 4 | -11
COC(=O)c1ccc(CNC(=O)C2CCC(=O)N(Cc3cccc(F)c3)C2)cc1 (stereo unspecified) | -1 | 0 | 1 | -4 | 7 | 0 | -1 | 2 | 5
CN(C)c1cccc(C(=O)NNC(=S)NC2CC3CCC2C3)c1 (stereo unspecified) | -4 | 2 | -2 | 3 | 1 | 3 | 11 | -1 | 6
COC(=O)c1ccc(CNC(=O)COC(=O)C2CC3C=CC2C3)cc1 (stereo unspecified) | -6 | 4 | -12 | 14 | 13 | 8 | 9 | -2 | 7
CCN(Cc1ccccc1)C(=O)c1oc2ccc(S(=O)(=O)N3CCOCC3)cc2c1C | -2 | 0 | -9 | -6 | 18 | 5 | 11 | -3 | 2
CC(=O)c1ccc(NC(=O)N2C3CCC2CC(O)(c2cccnc2)C3)cc1 (stereo unspecified) | -4 | 0 | -4 | -4 | 0 | 1 | 12 | 3 | -1
CN1CCN(C(=S)SCC(=O)Nc2nc(-c3ccccc3)c(-c3ccccc3)o2)CC1 | -10 | -3 | -1 | -2 | 6 | 17 | -1 | -9 | 6
O=C(O)/C=C/C(=O)Nc1ccc(OCc2ccccc2)cc1 | -7 | -3 | 4 | 5 | 1 | 1 | 11 | 6 | -8
CCCC(=O)n1nc(-c2cccnc2)nc1NCc1ccccc1 | -4 | -1 | -2 | -6 | 0 | -1 | 4 | 4 | -8
Cc1ccccc1Cn1ccc(NC(=O)c2nn3cccnc3c2Cl)n1 | -4 | -2 | -5 | -1 | 4 | 2 | 13 | 0 | -2
COCCn1c(-c2cccc(Br)c2)nc2c(c(=O)c3ccccc3n2C)c1=O | 5 | 3 | 1 | -8 | 1 | 5 | 4 | 4 | -13
CSc1nc(-c2ccccc2)nc(SC)c1C(C)=O | -7 | 0 | 10 | -5 | 0 | 7 | -11 | -2 | 0
C#CCOc1ccc(/C=N/NC(=O)c2cccnc2)cc1OCC | -5 | 2 | -3 | -6 | 2 | 4 | 7 | 1 | 0
O=C(COC(=O)COc1cccc(F)c1)NCC1CCCCC1 | -1 | 1 | 4 | -17 | 0 | -4 | -20 | 13 | -9
O=[N+]([O-])c1ccc(-c2nnc(-c3ccccc3)c(N3CCOCC3)n2)cc1 | -4 | -2 | -5 | -1 | 0 | 8 | 6 | 10 | -10
O=C(COc1ccc(S(=O)(=O)N2CCOCC2)cc1Cl)N1CCCC1 | -5 | -2 | 1 | -12 | 2 | 0 | -2 | -3 | 0
CCN(CC)S(=O)(=O)c1ccc2oc(SCC(=O)NCc3ccccc3)nc2c1 | -2 | -2 | -3 | -6 | 4 | 15 | 1 | 3 | 2
CC(C)(C)c1ccc(NC(=O)COC(=O)C2=COCCO2)cc1 | 4 | 3 | -1 | -3 | 1 | 5 | 2 | 8 | -5
CCCCCCSc1cc(-c2nc3cc(C)ccn3c2NC2CCCCC2)ccc1OC | -5 | 0 | 1 | 5 | 0 | 0 | 12 | 1 | 1
Nc1cccc(Oc2ccc3c(c2)C(=O)NC3=O)c1 | -4 | 1 | -6 | 9 | 0 | 0 | 13 | -2 | 1
COCCCN=CC1=C(O)CC(c2ccccc2)CC1=O (stereo unspecified) | -4 | -1 | -8 | 2 | 13 | 2 | 18 | 5 | -6
CCCn1c(CCNC(=O)c2ccco2)nc2ccccc21 | -3 | -3 | 3 | -18 | 2 | -1 | 5 | 8 | -16
O=C(CCCCC(=O)Nc1ccc(F)cc1)Nc1ccc(F)cc1 | -3 | -4 | 3 | 5 | 1 | 8 | 3 | 4 | -9
Cc1nc2ncnn2c(N2CCC(C(=O)NC3CCCC3)CC2)c1Cc1ccccc1 | -7 | -8 | 5 | 8 | 0 | 7 | -2 | -5 | 5
O=C(c1cccc(S(=O)(=O)N2CCOCC2)c1)N(Cc1nnc(-c2ccccc2Cl)o1)C1CC1 | -4 | 0 | -9 | -5 | 6 | 3 | 8 | -2 | 10

Pulled by compound from above (2):
SMILES | M1 ag | CHRM5 agonist | M5 PAM | CHRM4 antagonist | M4 ag | TAAR1 ag | CHRM5 antagonist | M1 PAM | CHRM1 antagonist
CSc1nc(-c2ccccc2)nc(SC)c1C(C)=O | -7 | 0 | 10 | -5 | 0 | 7 | -11 | -2 | 0
Cc1nc2ncnn2c(N2CCC(C(=O)NC3CCCC3)CC2)c1Cc1ccccc1 | -7 | -8 | 5 | 8 | 0 | 7 | -2 | -5 | 5

Among those listed so far, 13 have nitrogen in an aromatic ring.
SMILES | M1 ag | CHRM5 agonist | M5 PAM | CHRM4 antagonist | M4 ag | TAAR1 ag | CHRM5 antagonist | M1 PAM | CHRM1 antagonist
CC(=O)c1ccc(NC(=O)N2C3CCC2CC(O)(c2cccnc2)C3)cc1 (stereo unspecified) | -4 | 0 | -4 | -4 | 0 | 1 | 12 | 3 | -1
CN1CCN(C(=S)SCC(=O)Nc2nc(-c3ccccc3)c(-c3ccccc3)o2)CC1 | -10 | -3 | -1 | -2 | 6 | 17 | -1 | -9 | 6
CCCC(=O)n1nc(-c2cccnc2)nc1NCc1ccccc1 | -4 | -1 | -2 | -6 | 0 | -1 | 4 | 4 | -8
Cc1ccccc1Cn1ccc(NC(=O)c2nn3cccnc3c2Cl)n1 | -4 | -2 | -5 | -1 | 4 | 2 | 13 | 0 | -2
COCCn1c(-c2cccc(Br)c2)nc2c(c(=O)c3ccccc3n2C)c1=O | 5 | 3 | 1 | -8 | 1 | 5 | 4 | 4 | -13
CSc1nc(-c2ccccc2)nc(SC)c1C(C)=O | -7 | 0 | 10 | -5 | 0 | 7 | -11 | -2 | 0
C#CCOc1ccc(/C=N/NC(=O)c2cccnc2)cc1OCC | -5 | 2 | -3 | -6 | 2 | 4 | 7 | 1 | 0
O=[N+]([O-])c1ccc(-c2nnc(-c3ccccc3)c(N3CCOCC3)n2)cc1 | -4 | -2 | -5 | -1 | 0 | 8 | 6 | 10 | -10
CCN(CC)S(=O)(=O)c1ccc2oc(SCC(=O)NCc3ccccc3)nc2c1 | -2 | -2 | -3 | -6 | 4 | 15 | 1 | 3 | 2
CCCCCCSc1cc(-c2nc3cc(C)ccn3c2NC2CCCCC2)ccc1OC | -5 | 0 | 1 | 5 | 0 | 0 | 12 | 1 | 1
CCCn1c(CCNC(=O)c2ccco2)nc2ccccc21 | -3 | -3 | 3 | -18 | 2 | -1 | 5 | 8 | -16
Cc1nc2ncnn2c(N2CCC(C(=O)NC3CCCC3)CC2)c1Cc1ccccc1 | -7 | -8 | 5 | 8 | 0 | 7 | -2 | -5 | 5
O=C(c1cccc(S(=O)(=O)N2CCOCC2)c1)N(Cc1nnc(-c2ccccc2Cl)o1)C1CC1 | -4 | 0 | -9 | -5 | 6 | 3 | 8 | -2 | 10
